NS3 helicase inh – blocks Hepatitis C virus NS3 helicase unwinding; NS3 helicase DNA unwinding, Cy5 molecular beacon fluorescence; inhibition, % at 10.9 µM; actives 0.56% (n = 290,000); AID 1800;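 active = inhibition above the mean of all tested compounds plus 3 SD, set per campaign, cut at about 35% in these data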;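 note: 0% = DMSO wells and 100% = thioflavine S control wells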
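Test system: hepatitis C virus NS3 helicase domain fragment enzyme. Also added: annealed dual-labelled DNA beacon duplex, ATP-started. Timing: 60 min unwinding reaction at 25 °C after ATP addition. Technique: Cy5 fluorescence. Measure: % inhibition of unwinding.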
UBC9 SUMO inh – blocks human SUMOylation mediated by UBC9; P63279; HTRF SUMOylation assay, SAE1/SAE2 + UBC9, in vitro; inhibition, % at 35 µM; actives 0.36% (n = 290,000); AID 2006; in the data active = inhibition above about 50%, passing the limit was not always enough; note: strong numbers were not always called active
CRFBP-R2 block – blocks CRF-induced signaling of the CRF-BP/CRF-R2 complex | AID 588475 | HEK293 CRF-R2/CRF-BP, CRF-induced calcium fluorescence | actives 0.59% (n = 350,000) | inhibition, % at 11.8 µM;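 active = inhibition of the ligand-induced calcium signal above about 50% at the single tested concentration, limit read from the data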
IMP-1 inhibitor – inhibitors of Pseudomonas aeruginosa IMP-1 metallo-beta-lactamase; purified IMP-1, nitrocefin hydrolysis, epi-absorbance fluorescence; AID 1556; inhibition, % at 5.6 µM; actives 0.45% (n = 290,000);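 active = inhibition above the mean plus 3 SD of all compounds in the same screening run, cut at about 4.5% in these data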;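 note: 0% = IMP-1 with DMSO and 100% = DMSO wells lacking enzyme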
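system = purified recombinant IMP-1 beta-lactamase | amount = 0.2 nM IMP-1, as dispensed | medium = HEPES buffer pH 7.1 with ZnSO4 and Brij 35 | times = 25 °C, 15 min preincubation, 25 min reaction | detection = plate fluorescence quenching by hydrolysis product, ex 480/em 530 nm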
IDE inh – inhibitors of human insulin-degrading enzyme in cells | P14735 | actives 0.41% (n = 320,000) | inhibition, % at 5.59 µM | HEK cells, FAbetaB cleavage, fluorescence polarization;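 active = percent inhibition above the average of all tested compounds plus 3 SD, set per screening campaign, cut at about 16% in these data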;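 note: IDE supplied by intact live HEK cells; FP after avidin binding of uncleaved biotin substrate so inhibition keeps polarization high; 0% = DMSO wells and 100% = 60 µM reference IDE inhibitor Ii1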
IDE act – IDE (human) activation, cell-based; P14735; HEK cells, FAbeta-B cleavage, fluorescence polarization; 0% vehicle, 100% cell-free pure enzyme wells; activation, % at 5.96 µM; actives 0.073% (n = 340,000); AID 493087;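 active = activation above the mean of all tested compounds plus 3 SD, set per screening campaign, cut at about 17% in these data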
VIM-2 inhibitor – blocks Pseudomonas aeruginosa VIM-2 metallo-beta-lactamase | purified VIM-2, nitrocefin hydrolysis, epi-absorbance fluorescence | inhibition, % at 5.6 µM | actives 0.89% (n = 290,000) | AID 1527;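 active = inhibition above the mean of all tested compounds plus 3 SD, cutoff set per screening run, cut at about 7.5% in these data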;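 note: red hydrolysis product quenches plate fluorescence so inhibitors raise well fluorescence; 0% = enzyme with DMSO and 100% = DMSO without enzyme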
pCIP destab – p/CIP protein destabilization | AID 1984 | Q05BA5 | F442A p/CIP-EGFP cells, EGFP fluorescence, 16 h | actives 0.01% (n = 290,000) | decrease of EGFP signal, % at 10 µM;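 active = EGFP signal decrease of at least 30% at 10 µM or well 3 SD below plate mean, unless failing retest; inactive = the rest, including hits failing retest or dose response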; note: some compounds called inactive have numbers as strong as hits; many of its hits are not listed in these tables
Target sequence (Q05BA5 1-1403): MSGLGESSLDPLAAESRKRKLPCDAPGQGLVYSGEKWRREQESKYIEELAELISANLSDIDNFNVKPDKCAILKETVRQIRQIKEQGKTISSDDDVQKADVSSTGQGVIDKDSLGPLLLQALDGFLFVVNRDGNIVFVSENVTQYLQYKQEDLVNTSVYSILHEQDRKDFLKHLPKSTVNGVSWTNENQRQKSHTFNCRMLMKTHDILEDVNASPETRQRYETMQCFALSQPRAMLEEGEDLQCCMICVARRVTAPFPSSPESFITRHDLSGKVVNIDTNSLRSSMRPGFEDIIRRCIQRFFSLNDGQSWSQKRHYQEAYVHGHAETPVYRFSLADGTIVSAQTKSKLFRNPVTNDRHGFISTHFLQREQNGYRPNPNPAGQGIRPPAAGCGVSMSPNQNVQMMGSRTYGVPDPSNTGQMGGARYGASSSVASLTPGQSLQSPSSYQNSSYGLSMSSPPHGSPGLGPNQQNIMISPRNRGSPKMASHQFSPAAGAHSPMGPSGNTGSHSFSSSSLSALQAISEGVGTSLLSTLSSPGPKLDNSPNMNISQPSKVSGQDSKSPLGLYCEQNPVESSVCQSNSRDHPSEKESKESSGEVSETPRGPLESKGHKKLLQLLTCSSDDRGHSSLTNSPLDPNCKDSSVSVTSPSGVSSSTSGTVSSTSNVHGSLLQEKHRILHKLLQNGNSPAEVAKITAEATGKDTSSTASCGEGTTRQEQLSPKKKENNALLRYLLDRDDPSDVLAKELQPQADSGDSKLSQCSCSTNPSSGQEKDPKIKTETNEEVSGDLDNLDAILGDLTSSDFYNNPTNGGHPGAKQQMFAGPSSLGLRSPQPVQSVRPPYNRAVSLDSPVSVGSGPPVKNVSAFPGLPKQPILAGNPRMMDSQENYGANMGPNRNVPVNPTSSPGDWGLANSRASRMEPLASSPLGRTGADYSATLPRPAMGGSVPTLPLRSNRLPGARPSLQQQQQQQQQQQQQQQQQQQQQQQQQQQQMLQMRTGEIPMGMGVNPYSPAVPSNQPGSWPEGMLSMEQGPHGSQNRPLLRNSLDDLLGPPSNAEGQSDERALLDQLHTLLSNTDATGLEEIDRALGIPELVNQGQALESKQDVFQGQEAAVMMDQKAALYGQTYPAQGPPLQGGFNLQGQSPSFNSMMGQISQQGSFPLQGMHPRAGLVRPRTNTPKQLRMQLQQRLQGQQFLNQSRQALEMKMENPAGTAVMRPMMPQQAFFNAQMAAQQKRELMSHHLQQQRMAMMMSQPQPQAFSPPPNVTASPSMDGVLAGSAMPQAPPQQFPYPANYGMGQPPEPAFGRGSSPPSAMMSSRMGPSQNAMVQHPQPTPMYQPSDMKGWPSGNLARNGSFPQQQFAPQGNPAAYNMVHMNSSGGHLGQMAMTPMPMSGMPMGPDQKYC
GalR3 antag – antagonists of human GalR3 | HEK293 GalR3-CNG cAMP membrane potential fluorescence; galR3 body fused to GalR1 C-terminus | inhibition, % at 3 µM | actives 0.44% (n = 360,000) | AID 651719 | O60755;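 active = inhibition above the screen-wide average plus 3 SD, cut at about 13% in these data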;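 note: forskolin and galanin both at EC90 stimulate the cells; cAMP rise reported by CNG channel membrane potential dye signal; 0% = forskolin plus galanin with DMSO and 100% = forskolin alone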
Active calls of the source: *; x = not tested or not shown. Compounds were not picked by outcome; about 3.2% have a hit in one of these screens.

Screens by letter: A = NS3 helicase inh; B = UBC9 SUMO inh; C = CRFBP-R2 block; D = IMP-1 inhibitor; E = IDE inh; F = IDE act; G = VIM-2 inhibitor; H = pCIP destab; I = GalR3 antag
> N#CCC(=O)Nc1ccc(C(=O)OCC(=O)NC2CCCCCC2)cc1
  A: x | B: x | C: -1.3 | D: x | E: -0.1 | F: 4.7 | G: x | H: x | I: -1.4
> C#CCNc1c2c(nc3ncnn13)CC(C)CC2 (stereo not drawn)
  A: 5.5 | B: 2.6 | C: -7.4 | D: -3.0 | E: -12.4 | F: 0.3 | G: -2.0 | H: -10.2 | I: -8.9
> O=C(c1ccc(F)cc1)N1CCC2(CC1)NCCc1[nH]cnc12
  A: -0.3 | B: x | C: -14.0 | D: -1.6 | E: 5.7 | F: -0.5 | G: -3.7 | H: -13.8 | I: -9.3
> CCOC(=O)CNC(=O)c1cc(C)oc1C
  A: -0.6 | B: -4.3 | C: x | D: -1.2 | E: 3.8 | F: x | G: -1.5 | H: -8.8 | I: x
> Cc1c(C(=O)NCCS(=O)(=O)N2CCN(c3ccccc3F)CC2)cccc1[N+](=O)[O-]
  A: -4.7 | B: -7.3 | C: -10.2 | D: -0.9 | E: 6.2 | F: 5.0 | G: -4.8 | H: -0.3 | I: -8.5
> CCOc1ccc2[nH]c3c(NCCN(C)C)ncnc3c2c1
  A: -7.7 | B: 13.8 | C: x | D: -3.5 | E: 7.5 | F: -2.9 | G: 0.7 | H: -5.0 | I: -7.2
> O=C(NC(=S)NC1C2CC3CC(C2)CC1C3)c1ccccc1 (stereo not drawn)
  A: 4.0 | B: 4.8 | C: -15.9 | D: -0.7 | E: 1.7 | F: 0.2 | G: -3.2 | H: -8.1 | I: -0.4
> O=C(NCC1OCCc2ccccc21)c1ccc(NC(=O)c2ccccc2Cl)cc1 (stereo not drawn)
  A: -1.7 | B: -13.1 | C: 3.9 | D: 0.4 | E: 1.1 | F: -0.9 | G: -1.4 | H: -18.6 | I: -8.8
> O=C(N[C@@H](Cc1c[nH]c2ccccc12)C(=O)O)C1CCN(S(=O)(=O)c2ccc(Cl)cc2)CC1
  A: -8.0 | B: -9.8 | C: -24.1 | D: -2.7 | E: 0.2 | F: -2.8 | G: -3.1 | H: 2.2 | I: -7.0
> COc1ccc(NC(=O)C(CC(C)C)NC(=O)C2CCC(C)CC2)c(OC)c1 (stereo not drawn)
  A: -8.2 | B: 7.9 | C: -9.8 | D: -1.2 | E: 1.9 | F: -1.0 | G: -0.9 | H: -1.7 | I: 3.9

Going on with the list.
Values in the order: NS3 helicase inh	UBC9 SUMO inh	CRFBP-R2 block	IMP-1 inhibitor	IDE inh	IDE act	VIM-2 inhibitor	pCIP destab	GalR3 antag
> CCN(CC)S(=O)(=O)c1ccc(N2CCOCC2)c(NC(=O)c2cccc3ccccc23)c1
    3.4	0.8	2.9	-1.7	1.2	1.7	1.1	-12.0	-3.8
> O=C(Nc1ccc(N2CCOCC2)cc1N1CCOCC1)c1cccc([N+](=O)[O-])c1
    -6.1	-16.8	-0.3	-3.0	1.4	1.1	-3.4	11.8	-4.2
> CN(C)/C=N/C(=S)Nc1ccc(Cl)cc1
    -2.6	11.5	-4.5	0.3	-5.5	7.1	0.2	2.3	-4.2
> CCS(=O)(=O)c1nc(S(=O)(=O)c2ccc(Cl)cc2)c(N2CCN(C)CC2)s1
    1.2	-4.0	-18.4	-1.4	-1.6	5.8	0.1	-5.0	-9.1
> Nn1c(SCC(=O)Nc2ccccc2F)nnc1-c1cccnc1
    -1.6	15.7	16.7	-0.3	2.6	6.7	1.8	-16.2	0.2
> CCOC(O)[C@H]1N[C@@H](c2ccc(Cl)cc2)[C@@H]([N+](=O)[O-])[C@@H]1c1ccccc1 (stereo partly drawn)
    -9.6	6.1	-13.2	-2.2	1.0	2.4	-4.8	-2.0	-5.9
> O=C(c1ccc(S(=O)(=O)N2CCCCC2)cc1)N1CCc2ccccc2C1
    -4.3	12.2	-2.2	1.4	1.5	7.7	3.0	-15.5	-4.6
> O=C(COc1cccnc1[N+](=O)[O-])Nc1ccc(N2CCOCC2)cc1
    -2.0	-11.8	2.4	-2.1	-0.9	-0.4	-0.8	-3.9	-2.3
> Cc1ccc(CNC(=O)C2(C(F)(F)F)C/C(=C\Cc3ccccc3)CCCO2)o1 (stereo not drawn)
    30.0	5.8	-3.2	1.4	0.1	2.0	1.2	2.7	x
> COc1ccc(CC(=O)Nc2ccc(N3CCCC3)c(C)c2)cc1
    -52.9	4.7	-7.6	-2.1	-1.2	0.9	-0.2	-5.7	-7.0
> CCOC(=O)C1CCN(C(=O)CN(c2cccc(C(F)(F)F)c2)S(C)(=O)=O)CC1
    -2.6	7.0	22.5	1.4	0.6	9.2	-1.1	-4.3	-2.1
> CC(CN1C(C)CCCC1C)OC(=O)c1ccccc1F (stereo not drawn)
    -1.5	7.5	-3.0	-2.7	2.0	3.0	-2.2	-5.9	-3.1
> CCOC(=O)C1=C(C)N=C2c3ccccc3C(=O)C2C1c1ccc(C)cc1 (stereo not drawn)
    0.4	6.3	18.1	-0.3	3.1	7.2	1.4	-15.2	-5.4
> CN(C)S(=O)(=O)c1cccc(NC(=O)Cn2cc(C(F)(F)F)cc(Cl)c2=O)c1
    -4.7	14.9	2.8	-3.2	3.5	-1.4	-4.8	4.2	-7.5
> CCOc1nc(Nc2ccccc2F)nc(OCC)n1
    5.4	-2.6	11.3	-7.3	12.5	1.4	0.1	-3.9	-8.3
> COc1ccc(Cc2nnc(SC(C)C(=O)Nc3ccc(C(N)=O)cc3)o2)cc1 (stereo not drawn)
    x	x	5.6	x	-7.7	4.6	x	x	0.7
> COC(=O)[C@@]12CCCCN1[C@H](c1ccc(-c3ccc(F)cc3)c(OC)c1)[C@H]1C(=O)N(C)C(=O)[C@H]12
    x	x	-11.6	x	-2.1	5.6	x	x	-5.3
> COc1ccccc1NC(=O)Cc1coc2cc(C)ccc12
    0.5	-4.5	11.7	2.1	7.8	-1.7	1.0	8.0	-5.3
> Cc1ccc(NC(=O)Cc2ccsc2)cc1Cl
    0.3	8.4	14.1	-0.6	-1.6	0.1	0.1	-7.3	-7.6

Filtered by structure, those above containing an aryl methoxy group (5)
Values in the order: NS3 helicase inh	UBC9 SUMO inh	CRFBP-R2 block	IMP-1 inhibitor	IDE inh	IDE act	VIM-2 inhibitor	pCIP destab	GalR3 antag
> COc1ccc(NC(=O)C(CC(C)C)NC(=O)C2CCC(C)CC2)c(OC)c1 (stereo not drawn)
    -8.2	7.9	-9.8	-1.2	1.9	-1.0	-0.9	-1.7	3.9
> COc1ccc(CC(=O)Nc2ccc(N3CCCC3)c(C)c2)cc1
    -52.9	4.7	-7.6	-2.1	-1.2	0.9	-0.2	-5.7	-7.0
> COc1ccc(Cc2nnc(SC(C)C(=O)Nc3ccc(C(N)=O)cc3)o2)cc1 (stereo not drawn)
    x	x	5.6	x	-7.7	4.6	x	x	0.7
> COC(=O)[C@@]12CCCCN1[C@H](c1ccc(-c3ccc(F)cc3)c(OC)c1)[C@H]1C(=O)N(C)C(=O)[C@H]12
    x	x	-11.6	x	-2.1	5.6	x	x	-5.3
> COc1ccccc1NC(=O)Cc1coc2cc(C)ccc12
    0.5	-4.5	11.7	2.1	7.8	-1.7	1.0	8.0	-5.3

Screens as filed in PubChem BioAssay.
